NCOA2 inhibitor – inhibits human steroid receptor coactivator 2. Q15596. HEK293 GAL4-SRC2 luciferase reporter, luminescence. inhibition, % at 9 µM. 0.17% of 370,000 active. AID 651957;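 active = inhibition above the mean inhibition of all tested compounds plus 3 SD, set per campaign, cut at about 52% in these data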;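 also: 0% = DMSO treated cells and 100% = cells given Gossypol at 36 µM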
NCOA1 inh – inhibitors of human steroid receptor coactivator 1 (SRC1). inhibition, % at 3.6 µM. 0.12% of 360,000 active. Q15788. HEK293 GAL4-SRC1 luciferase reporter, luminescence;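 active = inhibition above the campaign mean plus 3 SD, with each screening campaign given its own cutoff, cut at about 60% in these data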;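 also: 0% = DMSO treated cells and 100% = gossypol at 36 µM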
NR2F2 inh – inhibitors of human COUP-TFII (NR2F2). AID 686940. HEK293T NGFI-A luciferase reporter, luminescence. 0.7% of 370,000 active. P24468. inhibition, % at 8.6 µM;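 active = inhibition above a per-plate cutoff, mean inhibition of test wells between control levels plus 3 SD, cut at about 38% in these data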;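 also: cells cotransfected with COUP-TFII expression vector driving the NGFI-A reporter; 0% = median of COUP-TF2 test wells and 100% = reporter-only cells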
NOD2-RIPK2 inh – inhibitors of human NOD2-RIPK2 interaction; 0.38% of 360,000 active; O43353; inhibition, % at 4.98 µM; CHO BLA complementation NOD2-RIPK2, CCF4 ratio; AID 624267; in the data active = inhibition above about 21%;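 also: 0% = vehicle only and 100% = reference blocker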
TROY signal inh – blocks TROY-dependent signaling in reporter cells; Q293 LMP1-TROYcd NF-kB luciferase reporter, 4 h; inhibition, % at 10 µM; 0.98% of 360,000 active; AID 1347056;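 active = compounds whose plate-normalised and pattern-corrected inhibition of the luciferase reporter signal at the single screening dose is 50% or more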
LMP1 NFkB inh – reduces LMP1-driven NF-kappaB luciferase signal; LMP1-induced NF-kappaB luciferase reporter cells, luminescence; inhibition, % at 12.5 µM; 0.69% of 350,000 active; AID 504558; in the data active = inhibition above about 41%; inconclusive = no clear call, values can overlap the other calls;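 also: 0% = neutral control wells and 100% = reference inhibitor control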
Vif imaging – blocks HIV Vif function. HEK293T cells, Vif self-association by quenched fluorescence, imaging, 24 h. inhibition, % at 7.49 µM. 0.35% of 340,000 active; in the data active = inhibition above about 50%, passing the limit was not always enough; inconclusive = no clear call, values can overlap the other calls; inactive = below about 31%; also: some results filed as inactive read as strong as hits
TLR9-MyD88 inh – blocks human TLR9 binding to MyD88. Q9NR96+Q99836. CHO BLA complementation TLR9-MyD88, CCF4 FRET ratio. inhibition, % at 4.98 µM. 0.21% of 340,000 active. AID 504734;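 active = inhibition above the mean over all tested compounds plus 3 SD, cut at about 21% in these data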;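 also: 0% = DMSO only wells and 100% = clavulanate BLA inhibitor control wells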
Target sequence (Q99836 whole entry, looked up): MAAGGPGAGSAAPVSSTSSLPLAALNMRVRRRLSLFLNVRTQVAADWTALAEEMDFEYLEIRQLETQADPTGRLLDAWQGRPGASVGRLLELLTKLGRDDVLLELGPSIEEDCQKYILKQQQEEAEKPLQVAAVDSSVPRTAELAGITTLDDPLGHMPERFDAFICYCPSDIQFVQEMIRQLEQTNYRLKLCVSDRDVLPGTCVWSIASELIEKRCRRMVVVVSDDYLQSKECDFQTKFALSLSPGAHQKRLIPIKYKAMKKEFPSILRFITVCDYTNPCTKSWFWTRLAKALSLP
Target sequence (Q9NR96 whole entry, looked up): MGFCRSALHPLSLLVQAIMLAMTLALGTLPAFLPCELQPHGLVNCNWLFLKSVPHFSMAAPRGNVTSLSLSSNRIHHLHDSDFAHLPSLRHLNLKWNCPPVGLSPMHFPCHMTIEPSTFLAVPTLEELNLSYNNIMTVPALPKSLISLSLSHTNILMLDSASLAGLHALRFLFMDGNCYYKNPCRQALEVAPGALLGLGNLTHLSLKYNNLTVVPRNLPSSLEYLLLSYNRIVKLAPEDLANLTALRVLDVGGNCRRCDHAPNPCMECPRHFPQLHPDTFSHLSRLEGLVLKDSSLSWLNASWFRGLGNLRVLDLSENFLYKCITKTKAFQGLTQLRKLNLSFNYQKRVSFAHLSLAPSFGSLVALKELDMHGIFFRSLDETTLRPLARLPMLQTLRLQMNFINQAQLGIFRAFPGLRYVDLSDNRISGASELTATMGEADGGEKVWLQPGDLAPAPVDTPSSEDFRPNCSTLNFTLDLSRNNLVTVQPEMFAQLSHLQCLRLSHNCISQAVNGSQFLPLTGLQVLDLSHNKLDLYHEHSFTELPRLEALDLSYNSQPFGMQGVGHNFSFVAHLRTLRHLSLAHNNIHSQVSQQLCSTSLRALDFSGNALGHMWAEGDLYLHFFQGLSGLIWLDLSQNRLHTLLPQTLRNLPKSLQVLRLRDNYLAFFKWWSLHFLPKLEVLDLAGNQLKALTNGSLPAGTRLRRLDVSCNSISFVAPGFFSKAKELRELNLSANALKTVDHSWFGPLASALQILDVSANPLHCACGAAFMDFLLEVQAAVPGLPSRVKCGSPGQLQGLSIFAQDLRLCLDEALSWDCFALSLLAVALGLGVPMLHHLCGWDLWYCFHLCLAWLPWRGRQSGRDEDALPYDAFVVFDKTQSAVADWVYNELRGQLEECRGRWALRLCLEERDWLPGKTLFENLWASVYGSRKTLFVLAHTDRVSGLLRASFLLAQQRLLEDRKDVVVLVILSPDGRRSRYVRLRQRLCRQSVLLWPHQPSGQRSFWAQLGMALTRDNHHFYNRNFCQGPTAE
NR5A2 inv ag – NR5A2 inverse agonism in reporter assay | O00482 | inhibition, % at 3.6 µM | 0.13% of 360,000 active | HEK293T StAR-luciferase reporter, LRH-1 transfected, 24 h | AID 602396;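 active = inhibition above the mean inhibition of all tested compounds plus 3 SD, cut at about 73% in these data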;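 also: 0% = DMSO wells and 100% = reporter-only cells lacking LRH-1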
NCOA3 inh – human NCOA3 inhibition; 0.17% of 360,000 active; Q9Y6Q9; HEK293 GAL4-SRC3 luciferase reporter, luminescence; inhibition, % at 3.6 µM;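 active = inhibition above a per-campaign cutoff, the mean of all compounds plus 3 SD, cut at about 60% in these data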;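 also: 0% = DMSO-treated cells and 100% = gossypol-treated cells at 36 µM; higher means less SRC3-driven luciferase light from the GAL4 reporter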
TRAIL sens C8 – caspase-8 TRAIL sensitization; 1% of 360,000 active; NB7+C8 cells + TRAIL, ATPlite viability luminescence; inhibition (viability loss, TRAIL sensitization), % at 10 µM;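 active = compounds causing at least 50% loss of cell viability in the single-dose screen, relative to plate controls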
* hit, by the source's call; ? = inconclusive; · = not tested or not shown; & = joins results of further samples. Some of the compounds tested; the hit share may differ from the screen's.

SMILES	NCOA2 inhibitor	NCOA1 inh	NR2F2 inh	NOD2-RIPK2 inh	TROY signal inh	LMP1 NFkB inh	Vif imaging	TLR9-MyD88 inh	NR5A2 inv ag	NCOA3 inh	TRAIL sens C8
CN(C(=O)C1CCCO1)c1nnc(-c2cnccn2)s1 (stereo not drawn)	-17	-21	-4	-5	-18	4	·	1	-9	2	-7
CN(C)c1nc2n(c(=S)n1)CCS2	11	14	13	9	-12	2	-2	-4	-6	12	-7
CCOC(=O)n1c(=O)n(Cc2ccc(F)cc2)c2ccccc21	-5	-8	-6	10	-8	6	-2	-3	1	-10	-2
O=C(CSc1nnnn1-c1ccc(Cl)cc1)Nc1cccnc1Cl	2	3	16	-9	0	1	-6	0	27	18	32
Cc1nnc(SCCN2CCOCC2)n1-c1cccc(Cl)c1	-27	-12	-4	-1	-3	1	19	4	13	18	4
C[C@H]1CN([C@@H](C)CO)S(=O)(=O)c2ccc(Br)cc2O[C@@H]1CN(C)S(=O)(=O)c1ccccc1F	-1	-2	8	2	14	·	7	·	-1	22	-21
C=CCN(C(=O)CNC(=O)c1ccco1)C(C(=O)NC1CCCCC1)c1ccc(OC)cc1 (stereo not drawn)	3	3	12	0	3	3	2	5	-4	-7	19
COc1ccccc1OCC(=O)N(Cc1nc(-c2ccccc2)no1)C(C)C	-8	-1	17	-3	-14	2	4	1	4	2	-11
N#Cc1c(N2C(=O)C3C4C=CC(C4)C3C2=O)sc2c1CCC2 (stereo not drawn)	2	4	1	2	-1	-6	6	4	7	19	-3
COc1ccc(OC)c(N(CC(=O)NC2CCCCCC2)S(=O)(=O)c2ccc(C)cc2)c1	12	-6	-16	-4	4	9	-6	1	1	10	4
CC(Sc1ccc(Cl)cc1)C(=O)NNC(=O)c1ccco1 (stereo not drawn)	17	-12	-2	-1	-13	3	0	2	19	-8	-11
NS(=O)(=O)c1ccc(NC(=O)C(=O)NCCC(=O)O)cc1	3	-19	9	-2	8	0	4	-8	6	9	-15
CC1CN(C(=O)NCc2ccccc2)c2cc(Cl)ccc2O1 (stereo not drawn)	0	-28	-9	1	19	-2	1	12	-4	-14	12
Cc1c(Cl)cccc1NC(=O)Nc1cnccn1	5	6	15	7	13	-13	0	-5	10	5	15
CC(C)(C)NC(=O)c1cnn(-c2ccccc2)c1NC(=O)c1ccccc1	11	-24	3	-14	5	4	0	-3	-19	-1	6
C/[N+]([O-])=C\C1C(=O)CC(C)(C)CC1=O	0	-16	9	5	4	0	-10	-1	1	2	4
Cc1cccc(/C=C2\Sc3ccc(C(=O)N4CCCCC4)cc3N(C)C2=O)c1	21	3	8	0	34	0	-5	-12	-2	-1	13
COc1cc(CN2CCNC(=O)C2CC(=O)N(Cc2nccn2C)C(C)C)cc(OC)c1 (stereo not drawn)	-15	-19	3	1	-1	-3	-4	1	-4	7	-4
O=c1nc(NC2CCCC2)ccn1Cc1cccc(Br)c1	10	13	16	4	-13	-13	·	-4	13	21	-1
Nc1ncnc2c1ncn2[C@@H]1O[C@H](CNCC#Cc2ccccc2)[C@@H](O)[C@H]1O	·	-4	·	8	-2	2	2	-2	-2	-18	24
CCCCn1c(SCC(=O)Nc2cc(C)on2)nc2cc(S(N)(=O)=O)ccc21	-13	-5	6	2	-4	0	-10	3	-3	17	1
O=C(OCc1nnc(-c2ccccc2)o1)C1CC(=O)N(Cc2ccco2)C1 (stereo not drawn)	-3	0	15	-7	-28	-13	8	6	-15	-17	-2
O=C(O)c1ccc(-n2nc(C(F)(F)F)c3c2CCCC3)cc1	11&-4	-3&2	-8&-6	3&-9	1&-14	-3&-19	2&-4	1&15	13&23	17&3	-8&-10
Cc1nc(SCC(=O)Nc2c(C)n(C)n(-c3ccccc3)c2=O)[nH]c(=O)c1C	10	15	-9	-7	-3	2	·	2	20	-1	7

An excerpt from above, reduced to TRAIL sens C8.
| Compound | TRAIL sens C8 |
| --- | --- |
| Cc1c(Cl)cccc1NC(=O)Nc1cnccn1 | 15 |
| CC(C)(C)NC(=O)c1cnn(-c2ccccc2)c1NC(=O)c1ccccc1 | 6 |
| C/[N+]([O-])=C\C1C(=O)CC(C)(C)CC1=O | 4 |

Following part
SMILES	NCOA2 inhibitor	NCOA1 inh	NR2F2 inh	NOD2-RIPK2 inh	TROY signal inh	LMP1 NFkB inh	Vif imaging	TLR9-MyD88 inh	NR5A2 inv ag	NCOA3 inh	TRAIL sens C8
O=C(Nc1ccc2[nH]ccc2c1)c1ccc(F)cc1	-29	-99	-33	8	-47	28	?	2	-132	-73	88*
Cn1cccc1C(=O)OCC(=O)NCc1ccc2c(c1)OCO2	-3	-12	3	-1	-31	0	1	-2	8	-7	-3
CCCCN1CC(COCc2ccccc2)Oc2cccc(N3CCCC3)c2S1(=O)=O (stereo not drawn)	6	-2	5	-6	-13	6	1	-5	-5	4	-16
O=C(NCCO)C(O)C(O)C(=O)NCCO (stereo not drawn)	16	-3	-1	3	7	-5	10	-2	-19	5	-3
COc1ccc(Cn2nnnc2C(c2ccccc2Cl)N2CCC(C(N)=O)CC2)cc1 (stereo not drawn)	26	10	6	-7	10	3	-14	8	0	-7	0
O=C(Nc1nccs1)c1nc[nH]c1C(=O)NCc1ccccc1	-22	17	23	-17	-27	5	-7	-7	24	14	-4
COc1ccc(OC)c(NC=C2C(=O)OC3(CCCCC3)OC2=O)c1	18	-18	-14	18	-8	2	3	1	9	0	-12
CCN(CC(=O)Nc1c(F)cccc1F)C(=O)c1cc(S(=O)(=O)N(CC)CC)ccc1N1CCCCC1	-10	10	19	-2	1	-4	1	5	10	2	10
CCCN(c1ccc(C(C)C)cc1)S(=O)(=O)c1c(C)[nH]c(=O)[nH]c1=O	-8	10	17	1	13	-14	-3	-2	3	7	-1
CCN(CC)CCOC(=O)c1ccc(N/C=C(/C#N)c2nc(-c3cc4ccccc4oc3=O)cs2)cc1	-22	-85	19	-2	-29	9	58*	8	-109	-91	26
O=[N+]([O-])c1ccc(COc2cccnc2)cc1	-7	6	1	-11	-14	-11	-1	-4	-11	3	10
CC1(C)CC(=O)C(C=NCC2CCNCC2)=C(O)C1	-34	-10	1	1	-10	0	·	0	17	-2	2
COC(=O)CSc1nc(-c2ccccc2)c2c(c1C#N)CCCC2	-41	-16	-2	1	6	9	·	1	-11	5	7
O=C(Nc1cccc(C(F)(F)F)c1)Nc1ccc2nc([C@@H]3O[C@H](CO)[C@@H](O)[C@H](O)[C@H]3O)[nH]c2c1	-11	-9	6	6	7	·	5	·	-20	19	-8
COCCCn1c(=O)c2sccc2n2c(CCCC(=O)N(C)Cc3ccco3)nnc12	-2	20	12	-4	-7	6	-9	2	-1	-10	13
COc1ccc(C2CC(c3ccccc3)n3nnnc3N2)cc1 (stereo not drawn)	-11	-10	0	-5	-4	-16	2	-7	-8	4	18
CSCC[C@H](NC(=O)[C@H]1CC[C@H](CNC(=O)[C@@H](N)Cc2ccccc2)CC1)C(=O)O	-11	-1	-14	-7	5	-4	-9	-23	11	5	4
COc1ccc(Cc2nnc(NN)[nH]c2=O)cc1OC	-9	-1	13	8	15	9	-1	3	-2	15	18
O=C(N/N=C/c1ccc2c(c1)OCO2)c1ccc2c(c1)OCO2	-72	-82	-43	-10	-53	-17	-3	-1	-75	-68	40
CSc1nc2ccc(NC(=O)c3cccs3)cc2s1	-44	-63	-49	-6	-107	-58	-15	-3	-144	-76	2
COC(C[C@H](O)C[C@H](O)[C@@H](C)OCc1ccccc1)OC	-35	-9	-3	-1	2	-11	-4	-3	1	5	-7
COc1cc2c(cc1OC)-c1cc(Nc3ccccc3)nc(=O)n1CC2	-34	-1	-22	-10	4	11	-3	0	-16	-5	-8
FC(F)(F)c1cc(-c2cccs2)nc2ncnn12	17	12	-15	2	4	7	2	-2	10	17	-3
CC(C)C(C)(C#N)NC(=O)CSc1nc(C2CCCCC2)n(-c2ccccc2)n1 (stereo not drawn)	0	-3	7	-3	6	2	?	-1	10	6	3
CCOC(=O)N1CCN(S(=O)(=O)c2ccc3c(c2)CC(C)N3C(C)=O)CC1 (stereo not drawn)	2	12	-6	-2	2	3	-5	2	3	17	-13
CN(NC(=O)C(C)(C)C)c1nc(-c2ccccc2)nnc1C(F)(F)F	14	-13	10	-15	12	-9	5	11	12	12	56*
CCC(=O)NC(c1ccco1)c1cc(Cl)c2cccnc2c1OC (stereo not drawn)	-14	-3	-17	0	9	8	4	1	18	-10	10
CCNC(=S)SCCOc1ccccc1C	-1	-12	1	-6	-92	4	1	-3	8	8	-1
Cc1cccc(C)c1NC(=O)CN(C)C(=O)c1ccc2nc[nH]c2c1	3	-14	6	-11	10	4	1	0	-9	8	-5
COc1ccccc1N1CCN(c2ncnc3sc(C)c(-c4ccccc4)c23)CC1	·	6	·	-2	-1	23	-7	-7	11	4	8
O=c1c2c(nc3nc(NCc4ccc(Cl)cc4)[nH]n13)CCC2	7	8	4	-5	6	-11	3	9	-7	13	-1
CC1(C2CC2)NC(=O)N(CC(=O)Nc2ccc(SC(F)F)cc2)C1=O (stereo not drawn)	-8	0	-26	-4	2	-9	-2	5	18	-39	7
CN(Cc1ccccc1)C(=O)c1oc(=O)c2ccccc2c1-c1ccccc1	5	0	-5	12	3	1	7	11	-5	6	7
Cn1ncc(Br)c1C(=O)N1CCOCC1	6	1	0	-4	6	-1	9	-8	16	11	-10
O=C(C1CCCO1)N1CCN(Cc2nc3ccccc3c(=O)[nH]2)CC1 (stereo not drawn)	9	6	-3	-11	-1	-10	·	0	-8	-6	-8
CCN(C(=O)CSc1n[nH]c(-c2ccc(OC)cc2)n1)c1c(N)n(Cc2ccccc2)c(=O)[nH]c1=O	-1	-15	-2	-15	0	-3	2	2	4	-15	3
Nc1cc(N2CCCCCC2)c2nonc2c1[N+](=O)[O-]	-4	12	12	4	7	11	-1	11	3	20	22
Cn1c(=O)c2[nH]c(COc3ccccc3)nc2n(C)c1=O	11	2	-18	6	-3	4	-9	-7	8	13	-4
COc1ccc(CC(=O)N2CCN(c3cccc(Cl)c3)CC2)cc1OC	13	1	8	0	10	6	-1	-6	-27	8	-14
COc1ccc(C(=O)NCN2CCN(c3ccccc3)CC2)cc1OC	-8	1	-4	-6	2	6	1	-10	-32	6	15
O=C(Nc1ccccc1C(=O)O)c1ccc(Br)o1	-16	-31	-2	5	-35	-10	1	6	-35	-14	30
CCOc1cc(CNc2ccc3c(c2)OCCO3)cc(Br)c1OC	48	48	51*	-3	85*	32	21	-10	62	47	21
COC(=O)C(C(=O)OC)N1C(=O)CCC1=O	-5	10	-7	-8	9	3	-5	-8	-6	-6	-19
CC(Oc1cc2oc(=O)c3c(c2cc1Cl)CCC3)C(=O)NCc1cccnc1 (stereo not drawn)	-31	1	8	-9	11	-2	11	-7	8	-13	7
